TSHR antagonist – blocks TSH signaling through the human TSH receptor; P16473; TSHR-expressing cells, TSH-stimulated cAMP HTRF, 2 h; stronger effect = lower value; activity change, negative = inhibition, % at 11.5 µM; 0.2% of 330,000 active; AID 504810;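 active = activity change below a set negative limit, meaning inhibition stronger than a set level, cut at about -70% in these data; inconclusive = activity change between two set negative limits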; note: % is set by controls: 0 for no effect and ±100 for the full control effect
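Competitive HTRF cAMP read-out (cryptate anti-cAMP antibody, cAMP-d2; 30 min, room temperature) in freshly harvested TSHR cells. Compounds added before TSH at EC80 (4nM final), followed by 2 hours' incubation at 37 deg C.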
Tb PFK block – blocks T. brucei phosphofructokinase; O15648; T. brucei PFK, ADP-Glo luminescence; Potency, µM (series often up to 57.5 µM), for inactives: at the highest dose activity, negative = inhibition, actives largely listed as inhibitors; 0.17% of 330,000 active; AID 485367;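 note: potency is the fitted concentration of half-maximal effect; 0% = uninhibited 1x PFK enzyme wells and -100% = no-enzyme wells; nearly all actives have a fitted effect of over 60% in size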
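Activity is normalized to no-enzyme wells (full inhibition) and 1.25 nM enzyme wells (no inhibition). Reaction: 0.5 mM F6P, 0.1 mM ATP, 45 min RT, ADP-Glo luminescence; concentration-response curves fitted and classed by quality.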
TCR activator – activators of T cell receptors; primary human leukocytes, anti-CD3, IL-2 HTRF, 48 h; Potency, µM (highest dose often 9.22 µM), without a hit: top-dose activation of IL-2 secretion, hits mostly activators; 330,000 tested, under 10 active; AID 504894; note: % of control where 0% means no effect
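IL-2 release read by HTRF sandwich (Eu cryptate donor, d2 acceptor, 665 nm emission) after 48 hr exposure of primary human leukocytes to compound together with anti-CD3 beads in the absence of co-stimulatory signals.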
ASM inhibitor – human S-ASM enzyme inhibition; placental ASM, HMU-PC fluorogenic substrate, 60 min; P17405; 0.006% of 340,000 active; Potency, µM (top dose mostly 57.5 µM), inactives show top-dose activity change, negative = inhibition, actives largely listed as inhibitors; note: potency is the fitted concentration of half-maximal effect
Target sequence (P17405 47-631 limits assumed): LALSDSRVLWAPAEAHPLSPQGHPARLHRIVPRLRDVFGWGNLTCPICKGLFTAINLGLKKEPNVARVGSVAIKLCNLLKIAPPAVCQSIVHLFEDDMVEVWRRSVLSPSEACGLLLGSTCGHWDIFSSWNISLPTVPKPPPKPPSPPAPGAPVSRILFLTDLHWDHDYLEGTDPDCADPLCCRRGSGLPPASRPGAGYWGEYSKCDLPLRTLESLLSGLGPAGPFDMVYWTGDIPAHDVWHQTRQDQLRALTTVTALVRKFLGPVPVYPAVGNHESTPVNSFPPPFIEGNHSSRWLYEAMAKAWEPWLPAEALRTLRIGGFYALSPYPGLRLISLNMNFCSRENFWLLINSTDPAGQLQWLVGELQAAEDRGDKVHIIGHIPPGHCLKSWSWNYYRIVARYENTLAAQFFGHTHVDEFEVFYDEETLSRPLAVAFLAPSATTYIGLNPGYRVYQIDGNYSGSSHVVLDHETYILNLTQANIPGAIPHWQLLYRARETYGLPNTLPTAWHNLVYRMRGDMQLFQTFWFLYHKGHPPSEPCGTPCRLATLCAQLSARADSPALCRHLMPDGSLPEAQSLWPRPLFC
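Human placenta-derived ASM enzyme was preincubated with compound for 10 minutes at room temperature, then given fluorogenic substrate HMU-PC0 (9 uM final) for 60 minutes at 37 °C; a pH 10 stop preceded fluorescence reading at Ex 386/Em 447 nm.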
PTAP TSG101 blk – blocks PTAP/TSG101 interaction to inhibit HIV-1 budding. Fluorescence polarization, FITC-PTAP peptide / Tsg101 binding. Potency, µM (top dose mostly 115 µM), for the others: top-dose activity change, negative = inhibition, hits mostly inhibitors. 340,000 tested, under 10 active; active = well fitted inhibition curve with a large enough effect in the main read-out, with a control signal flat, not every such curve was filed as active; inconclusive = small, poorly fitted or top-dose-only effect, or effect the other way, or a change in a side signal; inactive = no such curve, though single readings can be large or run the other way; note: potency is the fitted concentration of half-maximal effect; % of control where 0% means no effect
Target sequence (Q99816 whole entry, looked up): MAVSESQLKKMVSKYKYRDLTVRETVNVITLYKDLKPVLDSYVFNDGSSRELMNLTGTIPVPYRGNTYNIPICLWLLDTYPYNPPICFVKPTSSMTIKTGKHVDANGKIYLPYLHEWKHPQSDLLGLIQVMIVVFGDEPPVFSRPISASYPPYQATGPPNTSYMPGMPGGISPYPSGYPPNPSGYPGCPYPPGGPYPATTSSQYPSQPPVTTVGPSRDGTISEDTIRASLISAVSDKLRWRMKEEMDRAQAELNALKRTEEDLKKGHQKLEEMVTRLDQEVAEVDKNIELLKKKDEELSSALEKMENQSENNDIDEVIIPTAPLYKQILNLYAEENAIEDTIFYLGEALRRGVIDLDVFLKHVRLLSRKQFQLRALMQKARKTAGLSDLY
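Fluorescence anisotropy tracks displacement of a FITC-tagged PTAP peptide (50 nM) from the Tsg101 binding domain (10 uM), following a 20 min room-temperature incubation at pH 7.5.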
Chronic BCR inh – blocks chronic active B-cell receptor signaling; ABC-DLBCL IkBa-CBG/CBR reporter, luminescence ratio, 4 h; Potency, µM (top dose mostly 46.1 µM), without a hit: at the top dose ratio change, negative = lower green/red ratio, hits mostly inhibitors; 0.05% of 340,000 active; AID 493014; active = well fitted inhibition curve with a large enough effect in the signal ratio, with a control signal flat, not every such curve was filed as active; inconclusive = small, poorly fitted or top-dose-only effect, or effect the other way, or a change in a side signal; the % refers to the signal ratio;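 note: potency is the fitted concentration of half-maximal effect; plate controls were basal doxycycline-induced cells for no effect and cells given 10 µM MG132 for full effect; MG132 reads +100%, hits lower the ratio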
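Doxycycline induced both beetle luciferases in TMD8 lymphoma cells; IKK-driven degradation limits the IkappaBalpha-fused green signal, while red luminescence normalises for cell number and nonspecific effects. Compounds tested up to 46 uM, 4 hrs.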
A-T KAP1 phos – candidate therapy for ataxia-telangiectasia; […] A-T fibroblasts, KAP-1 phosphorylation AlphaLISA; neocarzinostatin DNA damage 30 min before lysis; Potency, µM (highest dose often 57.5 µM), without a hit: top-dose activation, usual class: activators; 0.19% of 320,000 active; note: potency is the fitted concentration of half-maximal effect; % of control where 0% means no effect; nearly all actives have a fitted effect of over 45% in size
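ATM-like activity read as KAP-1 phosphorylation via AlphaLISA donor/acceptor antibody pairs after lysis and 6 hr at 25C. Cells were ATM-null patient fibroblasts ([…], hTERT), dosed 60 min, then exposed to the DSB inducer NCS for 30 min.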
Eya2 phos inh – blocks the phosphatase activity of human Eya2 | O00167 | recombinant Eya2, OMFP fluorescence dephosphorylation (OMFP is methylfluorescein phosphate) | Potency, µM (doses to about 76.9 µM), without a hit: at the top dose activity, negative = inhibition, hits mostly inhibitors | 0.006% of 330,000 active | AID 488837; note: potency is the fitted concentration of half-maximal effect; % is set by controls: 0 for no effect and ±100 for the full control effect
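Eya2 protein (added as 0.2 uM solution) was preincubated with compound for 10 min at ambient temperature in 50 mM HEPES pH 7.5, 50 mM NaCl, 5 uM MgCl2, 0.05% BSA, 1 mM DTT. OMFP (added at 50 uM) then reacted 10 min; fluorescence read at 485/525 nm.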
ELG1 repair inh – inhibitors of ELG1-dependent DNA repair in HEK293T cells; 2.3% of 330,000 active; Potency, µM (top dose mostly 46.1 µM), for the others: at the top dose activity change, negative = inhibition, actives largely listed as inhibitors; HEK293T ELG1-luciferase reporter, luminescence, 16 h; DNA damage induced by 5-fluorouridine; note: potency is the fitted concentration of half-maximal effect; % is set by controls: 0 for no effect and ±100 for the full control effect; nearly all actives have a fitted effect of over 55% in size
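Quantitative HTS, concentration-response format. 2,000 cells/well co-treated with 5-fluorouridine and compound, 16 hr in 5% CO2 at 37 °C; ONE-Glo luminescence read after 30 min.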
a7 integrin act – activators of alpha7 integrin expression for muscular dystrophy; 0.064% of 350,000 active; alpha7betagal myoblasts, beta-gal FDG fluorescence, 48 h; Potency, µM (doses to about 38.3 µM), for the others: at the top dose activation, actives largely listed as activators;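 note: potency is the fitted concentration of half-maximal effect; 100% = response of the positive control SU9516; nearly all actives have a fitted effect of over 60% in size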
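Alpha7betagal+/- myoblasts (passage 13) were plated 16-24 hr, then exposed to compounds (1:260 dilution of DMSO stock) for 48 hours at 37C. After MPER lysis, β-galactosidase reporter activity was read as FDG fluorescence (ex 480/em 540) after 30 minutes.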
Mito fusion yeast – mitochondrial division inhibition or fusion activation | 0.23% of 320,000 active | S. cerevisiae fusion-defective mutant growth rescue, CellTiterGlo 48 h | AID 485298 | Potency, µM (titrated, usually from 46.1 µM), for inactives: top-dose growth rescue (activation), most hits filed as activators;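 note: potency is the fitted concentration of half-maximal effect; % of control where 0% means no effect; nearly all actives have a fitted effect of over 45% in size; temperature-sensitive fusion mutants such as fzo1-1 at 37 °C on non-fermentable ethanol glycerol medium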
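Compounds are tested for their ability to restore growth of mitochondrial fusion-defective yeast strains at non-permissive 37C in YPEG medium over 48 hours. Viability is quantified by luciferase luminescence.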
* = called active by the depositor; ? = inconclusive; nt = no result given; & = joins results of further samples; [ ] = dose if it differs, or a comment. Unless noted, calls come from the whole dose curve; as a rule, active = well fitted curve in the direction sought with a large enough effect; inconclusive = small, poorly fitted or top-dose-only effect, or another doubt; inactive = no such curve, though single readings can be large; an effect the other way counts as inactive or inconclusive.

Every second line gives: TSHR antagonist	Tb PFK block	TCR activator	ASM inhibitor	PTAP TSG101 blk	Chronic BCR inh	A-T KAP1 phos	Eya2 phos inh	ELG1 repair inh	a7 integrin act	Mito fusion yeast
> CC(C)Oc1cccc(NC(=O)c2cccn(Cc3ccc4c(c3)OC(F)(F)O4)c2=O)c1
→ -9	4%	-3%	-23%	-7%	-5%	-2%	-7%	?	-36%	22%
> Cc1ccccc1CCNCc1ccc(Br)cc1
→ 4	-15%	1%[46.1 µM]	2%	-6%	0%	2%	-1%	-7%	-28%	1%
> O=[N+]([O-])c1cccc(O)c1
→ 0	-15%	-2%	-2%	-2%	-9%	8%	-6%	17%	nt	-3%
> O=C1Nc2cc(C(=O)N3CCC4(CC3)OCCO4)ccc2S/C1=C\c1ccccc1
→ 3	-1%	1%	-8%	-3%	?	5%	3%	-10%	-15%	-7%
> COc1ccccc1C1=NCc2nnc(C)n2-c2ccc(Cl)cc21
→ -7	-8%	3%[46.1 µM]	3%	-3%	-9%	3%	4%	?	-6%	-2%
> COC(=O)C1=C(c2cccc(C#N)c2)C[C@@H]2CC[C@H]1N2C(=O)NCCO
→ -37	-8%	8%	12%	-10%	10%	0%	-17%	11%	-9%	-4%
> CN1C(=O)C(=Cc2ccc(N3CCCCC3)o2)C(=O)N(C)C1=S
→ 38	5%	-6%	-7%	34%[activator]	3%	-2%	-5%	?	-10%	-4%
> O=C1CN(O)C(c2ccccc2)=c2cc(Cl)ccc2=N1
→ 44	3%	-3%	0%	3%	-1%	13%	-4%	-2%	-9%	-2%
> CCN(CC)CCCN=Cc1c(O)n(Cc2ccc(F)cc2)c(=O)[nH]c1=O
→ 5	1%	0%	2%	-4%	?	-3%	17%	-2%	12%	5%
> C=C(C)c1cccc(C(C)(C)NC(=O)NC2CN3CCC2CC3)c1 (configuration not stated)
→ 12	3%	0%	4%	-3%	-2%	19%	3%	1%	20%	1%
> Clc1cnc(Oc2ccc(Oc3ncc(Cl)cc3Cl)cc2)c(Cl)c1
→ -22&15	2%	-9%	-1%	-4%	9%	5%	4%&6%	-1%	6%	-8%&-2%
> CN1CCc2cc(O)cc3c2[C@H]1Cc1ccc(O)c(O)c1-3
→ -16	nt	9%	11%	0%	nt	nt	4%	nt	nt	4%
> COc1ccc(C(=O)C2CCCN(Cc3cnc(C)s3)C2)cc1OC (configuration not stated)
→ -3	-4%	4%	-3%	-3%	?	0%	8%	2%	-4%	-8%
> C[C@]12CC(=O)CC1CCC1C2CC[C@@]2(C)C1CC[C@@H]2O (some centres not stated)
→ 5	-1%	-3%	-6%	-3%	-8%	-4%	-5%	1%	3%	24%
> Cc1ccc(S(=O)(=O)N(C)C)cc1NC(=O)C(C)[N+]12CCN(CC1)CC2 (configuration not stated)
→ -7	0%	5%	2%	-2%	0%	5%	8%	-2%	-16%	-1%
> Cc1cc(N2CCOCC2)nc2ccc(NC(=O)CCC(=O)N3CCC4(CC3)OCCO4)cc12
→ -7	-1%	0%	nt	-2%	0%	0%	17%	?	1%	-1%
> Nc1cc2nc3ccccc3nc2cc1N
→ -9	-11%	-2%	-3%	?	?	-7%	-3%	?	37%	0%
> Cc1ccc(OCC(=O)N2CCN(C)CC2)c(Br)c1
→ -3	-3%	3%	-3%	0%	11%	0%	-10%	?	17%	-1%
> CCCCC/C=C\C/C=C\C/C=C\C/C=C\CCCC(=O)O
→ -5	-7%	nt	nt	nt	?	7%	4%	8%	nt	-4%
> O=C(Cc1ccccc1)OCCNC(=O)c1cccnc1
→ 2	1%	-4%	5%	-8%	-11%	2%	0%	5%	-17%	-1%
> COC(=O)C1C2c3ccccc3OC1(C)N=c1s/c(=C/c3cnn(C)c3C)c(=O)n12 (configuration not stated)
→ -9	-6%	2%	-1%	-1%	?	7%	12%	6%	-20%	25%
> CCn1nc(-c2ccccc2)nc2c(=O)n(C)c(=O)nc1-2
→ -4	-7%	1%[46.1 µM]	-6%	?	?	4%	56µM*	?	-61%[inhibitor]	-18%
> CCC(=O)N1CC(=O)Nc2ccc(Cl)cc2C1c1ccc(F)cc1 (configuration not stated)
→ 8	7%	-1%	0%	-4%	18%	-2%	19%	1%	-12%	-4%
> O=C1c2cccc3cccc(c23)C(=O)N1CCN1CCN(C(=S)Nc2ccccc2)CC1
→ -5	1%	0%[46.1 µM]	-2%	-1%	3%	6%	-4%	16µM*	-19%	-1%
> Cc1ccc(/C=C2/C(=O)NC(=O)N(CCc3ccc(F)cc3)C2=O)o1
→ 7	1%	-2%	-2%	-2%	6%	7%	14%	-2%	-29%	-1%
> O=C(COc1ccc(S(=O)(=O)N2CCCCC2)cc1)N1CCN(Cc2ccccc2)CC1
→ -16	0%	-6%	-2%	-1%	-2%	2%	-15%	?	-11%	-5%
> CCCOc1ccc(N2C(=O)CC(N3CCC(O)(c4cccc(C(F)(F)F)c4)CC3)C2=O)cc1 (configuration not stated)
→ 1	-4%	-6%	-5%	1%	0%	0%	-7%	?	-16%	-14%
> Cc1ccc(-c2nc3ccccc3c(=O)n2-c2ccccn2)cc1
→ -2	2%	-3%[46.1 µM]	0%	-2%	?	-5%	-12%	20%	5%	0%
> O=C(c1ccccc1)N1C(=O)C(c2ccccc2)Oc2ccccc21 (configuration not stated)
→ 2	0%	0%	-3%	0%	-2%	15%	-12%	?	-16%	-2%
> Cc1ccc(Cl)cc1N1CCN(CCN)CC1
→ -3	0%	6%	6%	4%	?	-1%	-11%	-15%	-41%	-5%

Overlap with the part before: 2 compounds, followed by the next part.
Every second line gives: TSHR antagonist	Tb PFK block	TCR activator	ASM inhibitor	PTAP TSG101 blk	Chronic BCR inh	A-T KAP1 phos	Eya2 phos inh	ELG1 repair inh	a7 integrin act	Mito fusion yeast
> O=C(c1ccccc1)N1C(=O)C(c2ccccc2)Oc2ccccc21 (configuration not stated)
→ 2	0%	0%	-3%	0%	-2%	15%	-12%	?	-16%	-2%
> Cc1ccc(Cl)cc1N1CCN(CCN)CC1
→ -3	0%	6%	6%	4%	?	-1%	-11%	-15%	-41%	-5%
> O=C(NCC(c1cccnc1)N1CCN(c2ccc(F)cc2)CC1)Oc1ccccc1 (configuration not stated)
→ -1	20%	-4%	0%	2%	12%	-2%	-8%	?	19%	0%
> CC(C)CC(C)N (configuration not stated)
→ -4	3%	1%	3%	1%	0%	-2%	14%	1%	nt	3%
> CC1CN2c3ccc([N+](=O)[O-])cc3CC3(C(=O)N(C)C(=O)N(C)C3=O)C2C(C)O1 (configuration not stated)
→ -1	-2%	-2%	-2%	-2%	0%	-14%	1%	?	-7%	2%
> C=C1[C@H]2CC[C@H]3[C@]4(C)C[C@H](O[C@H]5O[C@H](CO)[C@@H](OS(=O)(=O)O)[C@H](OS(=O)(=O)O)[C@H]5OC(=O)CC(C)C)C[C@@H](C(=O)O)[C@H]4CC[C@]3(C2)[C@H]1O
→ -6	-3%	-4%	9%	0%	-4%	-2%	12%	7%	nt	-1%
> N[C@@H](Cc1c[nH]c2ccccc12)c1nnc(SCc2c(F)cccc2Cl)o1
→ 7	3%	-6%	-2%	-4%	?	1%	-2%	-4%	37%	-1%

A second format for some results above:
molecule	TSHR antagonist	Tb PFK block	TCR activator	ASM inhibitor	PTAP TSG101 blk	Chronic BCR inh	A-T KAP1 phos	Eya2 phos inh	ELG1 repair inh	a7 integrin act	Mito fusion yeast
O=C(c1ccccc1)N1C(=O)C(c2ccccc2)Oc2ccccc21 (configuration not stated)	2	0%	0%	-3%	0%	-2%	15%	-12%	?	-16%	-2%
Cc1ccc(Cl)cc1N1CCN(CCN)CC1	-3	0%	6%	6%	4%	?	-1%	-11%	-15%	-41%	-5%
O=C(NCC(c1cccnc1)N1CCN(c2ccc(F)cc2)CC1)Oc1ccccc1 (configuration not stated)	-1	20%	-4%	0%	2%	12%	-2%	-8%	?	19%	0%

Assay outcomes as filed in PubChem.

The list is partial, so the mix of outcomes need not match the whole.
